# Screens (PubChem)
# TWEAK-Fn14 inh: TWEAK-Fn14 signaling inhibition | TWEAK-stimulated Fn14 reporter cells, luciferase luminescence, 8 h | inhibition, % at 10 µM | 360,000 compounds, 2% hits | AID 1159606; in the data active = inhibition above about 50%
# COUP-TFII inh: inhibitors of human COUP-TFII (NR2F2); 370,000 compounds, 0.7% hits; P24468; AID 686940; HEK293T NGFI-A luciferase reporter, luminescence; inhibition, % at 8.6 µM;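 active = inhibition above a per-plate cutoff, mean inhibition of test wells between control levels plus 3 SD, cut at about 38% in these data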;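 note: cells cotransfected with COUP-TFII expression vector driving the NGFI-A reporter; 0% = median of COUP-TF2 test wells and 100% = reporter-only cells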
# NCOA2 inhibitor: inhibits human steroid receptor coactivator 2; Q15596; HEK293 GAL4-SRC2 luciferase reporter, luminescence; inhibition, % at 9 µM; 370,000 compounds, 0.17% hits;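 active = inhibition above the mean inhibition of all tested compounds plus 3 SD, set per campaign, cut at about 52% in these data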;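 note: 0% = DMSO treated cells and 100% = cells given Gossypol at 36 µM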
# EBV LMP1 NFkB: reduces LMP1-driven NF-kappaB luciferase signal; LMP1-induced NF-kappaB luciferase reporter cells, luminescence; inhibition, % at 12.5 µM; 350,000 compounds, 0.69% hits; AID 504558; in the data active = inhibition above about 41%;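 note: 0% = neutral control wells and 100% = reference inhibitor control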
# SRC3 inh: human NCOA3 inhibition | Q9Y6Q9 | HEK293 GAL4-SRC3 luciferase reporter, luminescence | inhibition, % at 3.6 µM | 360,000 compounds, 0.17% hits | AID 588352;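 active = inhibition above a per-campaign cutoff, the mean of all compounds plus 3 SD, cut at about 60% in these data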;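 note: 0% = DMSO-treated cells and 100% = gossypol-treated cells at 36 µM; higher means less SRC3-driven luciferase light from the GAL4 reporter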
# SRC1 inh: inhibitors of human steroid receptor coactivator 1 (SRC1) | inhibition, % at 3.6 µM | HEK293 GAL4-SRC1 luciferase reporter, luminescence | 360,000 compounds, 0.12% hits | Q15788 | AID 588354;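 active = inhibition above the campaign mean plus 3 SD, with each screening campaign given its own cutoff, cut at about 60% in these data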;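 note: 0% = DMSO treated cells and 100% = gossypol at 36 µM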
# C8 TRAIL sens: sensitizes caspase-8 expressing cells to TRAIL; NB7+C8 cells + TRAIL, ATPlite viability luminescence; inhibition (viability loss, TRAIL sensitization), % at 10 µM; 360,000 compounds, 1% hits; AID 624354;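 active = compounds causing at least 50% loss of cell viability in the single-dose screen, relative to plate controls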
# NOD2 RIPK2 PPI: inhibitors of human NOD2-RIPK2 interaction; inhibition, % at 4.98 µM; 360,000 compounds, 0.38% hits; CHO BLA complementation NOD2-RIPK2, CCF4 ratio; in the data active = inhibition above about 21%;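 note: 0% = vehicle only and 100% = reference blocker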
# TLR9-MyD88 block: TLR9-MyD88 interaction inhibition; Q9NR96+Q99836; CHO BLA complementation TLR9-MyD88, CCF4 FRET ratio; inhibition, % at 4.98 µM; 340,000 compounds, 0.21% hits; AID 504734;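 active = inhibition above the mean over all tested compounds plus 3 SD, cut at about 21% in these data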;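 note: 0% = DMSO only wells and 100% = clavulanate BLA inhibitor control wells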
# LRH-1 inv ag: suppresses constitutive activity of human LRH-1. HEK293T StAR-luciferase reporter, LRH-1 transfected, 24 h. inhibition, % at 3.6 µM. 360,000 compounds, 0.13% hits. AID 602396;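 active = inhibition above the mean inhibition of all tested compounds plus 3 SD, cut at about 73% in these data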;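 note: 0% = DMSO wells and 100% = reporter-only cells lacking LRH-1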
# TROY signal inh: blocks TROY-dependent signaling in reporter cells; AID 1347056; 360,000 compounds, 0.98% hits; inhibition, % at 10 µM; Q293 LMP1-TROYcd NF-kB luciferase reporter, 4 h;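 active = compounds whose plate-normalised and pattern-corrected inhibition of the luciferase reporter signal at the single screening dose is 50% or more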
# The depositor's hits bear a star; nt = not tested or not shown.
# Every second line gives: TWEAK-Fn14 inh	COUP-TFII inh	NCOA2 inhibitor	EBV LMP1 NFkB	SRC3 inh	SRC1 inh	C8 TRAIL sens	NOD2 RIPK2 PPI	TLR9-MyD88 block	LRH-1 inv ag	TROY signal inh
> Cc1[nH]c(-c2ccc(F)cc2)cc1C(=O)N1CCN(c2ccccc2F)CC1
    3	6	-25	3	5	-10	18	-4	3	2	11
> Cc1ccc(C)c(S(=O)(=O)N2CCN(C(=O)[C@@H]3CCCN3C(=O)c3cccs3)CC2)c1
    5	9	4	4	-8	-8	7	2	-13	-4	-7
> CC(C)(C)C(=O)c1c(N)[nH]c(C(=O)c2ccccc2)c1-c1cc2ccccc2nc1Cl
    38	3	18	nt	nt	nt	4	-4	nt	23	0
> O=C(NCc1ccccc1)C(c1ccc(F)cc1)N(C(=O)c1csnn1)c1ccccc1 (centres undefined)
    13	-2	8	-18	-45	0	-5	-12	-8	14	-16
> O=C(COC(=O)c1c(F)cccc1Cl)NC1CCCC1
    -18	-7	-29	-4	-33	-35	3	-2	-1	-10	-15
> CCOc1ccc(NC(=O)[C@@H]2CCCN2C(=O)c2cccs2)cc1S(=O)(=O)N1CCCCC1
    -14	-3	6	-3	-6	2	7	-1	1	2	9
> CC1=C(C(=O)Nc2ccc(F)cc2)C(c2ccncc2)C2=C(CCCC2=O)N1 (centres undefined)
    -6	-18	-53	11	3	-3	6	-14	-8	11	-11
> CC(=O)c1cccc(NC(=O)N2CCCC2C(=O)NCc2ccc(C)cc2)c1 (centres undefined)
    -4	4	-13	-6	25	-2	-9	7	3	-7	-24
> O=C(NCC(c1ccco1)N1CCc2ccccc21)c1c(F)cccc1F (centres undefined)
    -7	10	-19	1	8	-1	-7	-1	3	-2	-13
> CCCOc1cccc(C2C(C(=O)c3cc4ccccc4o3)=C(O)C(=O)N2c2cc(C)on2)c1 (centres undefined)
    -3	4	-6	2	-12	-23	3	-13	-2	-22	-14
> O=S(=O)(CCc1ccncc1)Cc1ccc2c3c(cccc13)CC2
    -6	3	-19	-4	-8	1	-10	1	-6	-25	2
> COc1ccc(C(=O)N/C(=C\c2cn(S(=O)(=O)N(C)C)c3ccccc23)C(=O)N2CCN(C)CC2)cc1
    15	3	-5	-6	5	5	-8	7	-2	7	-18
> O=C1/C(=C\c2ccc(-c3ccccc3Cl)o2)SC(=S)N1CC1CCCO1 (centres undefined)
    -21	-7	-22	4	-8	0	22	-1	-6	5	-15
> CC(=O)c1ccc(NC(=O)CSc2nnc(-c3ccoc3C)n2Cc2ccccc2)cc1
    -14	-1	7	-16	-10	-1	0	-4	0	-11	1
> Cc1cccn2c(=O)c3cc(S(=O)(=O)c4ccccc4)c(=N)n(Cc4ccco4)c3nc12
    16	-19	-8	-15	1	2	-13	9	-8	3	-15
> Cc1ccc(OCC(=O)N/N=C/c2cn(Cc3ccccc3)c3ccccc23)cc1
    11	-3	9	5	-8	-3	12	-6	2	12	-1
> CCc1nc2ccc(C(=O)NCCN3CCCC3)cn2c1N(C)Cc1ccc(OC)cc1
    4	12	-5	nt	2	5	-9	-7	nt	-20	-7
> O=C(Nc1ccccc1)c1cc(C2CCCCN2C(=O)c2ccc3c(c2)CCO3)on1 (centres undefined)
    0	5	-7	nt	-11	-7	-3	-4	nt	13	4
> Clc1cc(Br)ccc1OCCN1CCOCC1
    -21	2	-8	-1	5	-25	1	-17	-10	-9	-27
> CC1(c2ccccc2)CC(c2ccccc2)=C(C#N)C(=O)N1 (centres undefined)
    28	11	0	-6	6	-4	7	1	1	-19	8
> Cc1nnc(N2CCC(C(=O)NC3CCC(C)CC3)CC2)c2nn(-c3ccc(Cl)cc3)c(C)c12 (centres undefined)
    -16	nt	nt	-8	-2	0	-3	-8	-6	9	-4
> O=C(NCc1ccc(F)cc1)c1cccc(NC2=NC3CS(=O)(=O)CC3S2)c1 (centres undefined)
    0	-3	-6	1	3	-16	-2	-1	9	-26	2
> COc1cc(NS(=O)(=O)c2ccc3c(c2)oc(=O)n3C)cc(OC)c1OC
    24	17	8	-5	17	3	10	-18	-9	17	8
> O=C(Nc1ccc(OC(F)(F)F)cc1)C1CCCN(S(=O)(=O)c2cnc[nH]2)C1 (centres undefined)
    17	nt	nt	-10	-32	1	-19	-2	-14	-9	-5
> CS(=O)(=O)N1CCc2cc(C(=O)OCC(=O)c3ccccc3)ccc21
    -34	-18	-19	-4	-10	-44	-4	0	1	-13	-39
> CCC1(CC)NC(=O)N(CC(=O)NCc2ccc3c(c2)OCO3)C1=O
    -1	5	5	-2	-11	-18	20	-11	-9	10	3
> Cc1c(C(=O)NC(=S)Nc2cccnc2)cccc1[N+](=O)[O-]
    -1	8	-7	0	11	9	-11	-2	-3	-1	0
> O=C(/C=C/c1ccc2c(c1)OCCO2)c1ccc(O)cc1
    12	-39	-66	8	-39	-32	58*	-3	8	-21	-24
> Oc1ccc2ccccc2c1/C=N/c1nccs1
    14	-12	-21	-1	15	5	14	-4	-21	17	1
> C=CCn1c(Sc2nnc(C)s2)nc2c1c(=O)[nH]c(=O)n2C
    -3	-15	-20	1	-9	-7	-11	0	2	12	8
> CC(=O)Nc1ccc(NC(=O)/C(=C/c2ccco2)NC(=O)c2ccccc2)cc1
    -1	-11	16	2	0	-4	3	6	7	4	-17
> CC(C)(C)NC(=O)COC(=O)C1c2ccccc2Oc2ccccc21
    5	-21	16	-3	-24	-28	3	-6	8	-4	-7
> COc1ccccc1N1CCN(Cc2c[nH]c3ccccc23)CC1
    9	-12	-19	-2	15	-7	-8	-6	nt	27	-12
> COc1ccccc1OCCCc1c(C)n[nH]c1C
    11	7	-18	-3	19	23	6	6	3	14	0
> CC1(c2ccc3c(c2)OCCO3)NC(=O)N(CC(=O)Nc2ccccc2)C1=O (centres undefined)
    -6	0	-1	-19	-15	-25	-15	8	-1	0	-10
> O=C(Nc1cnccn1)c1cccs1
    5	-11	-22	1	7	1	-21	-7	8	-1	8
> CCOC(=O)c1cccc(NS(=O)(=O)c2c(C)[nH]c(=O)[nH]c2=O)c1
    -10	-6	10	-2	0	3	-1	-12	-6	1	-4
> Cc1cc(=O)[nH]c(N/N=C/c2ccc(-c3ccc(F)cc3)o2)n1
    -20	15	-21	-3	-35	-29	48	0	-9	-10	-33
> COc1ccc(OC)c(NC(=O)C2CCCN2C(=O)OCc2ccccc2)c1 (centres undefined)
    16	-8	-49	3	1	-7	-4	-5	-12	-1	-4
> Clc1ccc(-n2nnnc2-c2cnc(-c3ccccn3)nc2-c2cccs2)cc1
    10	7	14	-4	15	-15	-5	0	-4	6	6
> COc1ccc(C(c2sc3nc(C)nn3c2O)N2CCc3ccccc3C2)cc1 (centres undefined)
    6	-2	-17	-2	3	6	0	5	14	28	-1
> COc1ccc(S(=O)(=O)N(CCc2ccccc2)CC(=O)O)cc1
    6	2	15	-7	3	-9	9	3	-10	22	6
> Cn1c(=O)c2c3c(sc2n2c(SCC(N)=O)nnc12)CC(C(C)(C)C)CC3 (centres undefined)
    5	6	13	-38	14	11	-4	13	-7	8	-40
> CCN(Cc1ccccc1)S(=O)(=O)c1c(C)[nH]c(C)c1C(=O)N1CCCCC1
    29	9	-4	-4	-1	-15	-11	0	3	-9	-3
> O=C(Nc1ccc(N2CCOCC2)c(Cl)c1)c1ccc(-n2cnnc2)cc1
    -5	-4	8	-3	6	-19	-4	-3	5	-20	-10
> COCCCn1c(C(=O)N2CCOCC2)cc2c(=O)n3ccccc3nc21
    -11	12	-17	-3	-50	-7	-13	-1	6	11	3
> O=C(COC(=O)c1ccc2c(c1)OCCO2)NCc1ccccc1
    9	1	5	-27	5	-2	10	7	-4	-19	-3
> C[C@@H]1COC(=O)[C@H](Cc2ccc(F)cc2)CC/C=C/C[C@@H](CC(=O)N[C@@H](CO)Cc2ccccc2)C(=O)N1
    -20	-2	7	-3	-7	18	7	-6	-2	13	-16
> O=C(O)CCCc1ccccc1
    -3	-24	-29	66*	-21	1	9	11	-4	-2	1
> NNC(=O)CC12CC3CC(C1)CC(n1ncnn1)(C3)C2
    -1	8	-23	14	7	9	17	-2	0	-21	0
> Oc1ccc(/C=N/N=C(c2ccccc2)c2ccccc2)c(O)c1O
    43	4	-8	5	3	0	24	-2	-1	1	-17
> COc1ccccc1C(CNc1ncccc1[N+](=O)[O-])N(C)C (centres undefined)
    15	6	-4	0	-5	14	0	5	-4	11	-5
> O=C(CC1NCCNC1=O)Nc1ccc(Oc2ccccc2)cc1 (centres undefined)
    -9	-14	-18	-28	-22	-20	0	-13	1	-28	-17
> O=C1CCN(Cc2cccnc2)CCN1[C@H](CO)c1ccccc1
    -1	-9	-17	0	-4	-14	-4	8	-6	-7	-15
> CN(C)CCOCCSc1ccc(Cl)cc1
    -8	6	2	-7	-13	1	7	-5	-2	10	7
> COc1ccc(S(=O)(=O)NCC2CCCN(C(=O)CC3CCCC3)C2)cc1 (centres undefined)
    10	23	7	2	1	-7	-4	1	-11	8	-18
> CCNS(=O)(=O)c1ccc(NC(=O)Nc2cc(C)ccc2OC)cc1
    -5	-7	-17	-9	-15	6	0	-4	7	3	-9
> O=C(O)c1cccnc1Sc1ncnc2sc3c(c12)CCC3
    25	13	8	-2	13	-8	14	-8	7	9	10
> CC1CCN(S(=O)(=O)c2ccc3c(c2)oc(=O)n3C)CC1
    -1	-10	0	-2	-5	-4	-7	-10	1	-2	-17
> O=C(NNc1c(F)c(F)cc(F)c1F)C1CCN(S(=O)(=O)c2ccccc2F)CC1
    -15	8	-9	-2	1	-10	-8	2	-8	42	5

# Further results
# Every second line gives: TWEAK-Fn14 inh	COUP-TFII inh	NCOA2 inhibitor	EBV LMP1 NFkB	SRC3 inh	SRC1 inh	C8 TRAIL sens	NOD2 RIPK2 PPI	TLR9-MyD88 block	LRH-1 inv ag	TROY signal inh
> COCCN1CCN(C(=O)c2cc(COc3cncc(Cl)c3)on2)CC1
    16	-1	24	7	13	16	-20	-2	8	16	-14
> Cc1nc(C(Cl)(Cl)Cl)nc2[nH]ccc(=O)c12
    19	9	-62	-2	25	-3	-8	-1	0	15	29
> C/C(CC(=O)Nc1ccc(OCc2ccccc2)cc1)=N\NC(=O)C(=O)Nc1ccc(C)c(Cl)c1
    -50	4	-11	-13	-51	-39	-14	0	-10	-5	12
> CCN(CC)c1ccc(NC(=O)COC(=O)/C=C/c2nc3ccccc3s2)cc1
    -23	-9	-37	-8	5	-11	-1	-12	-1	-1	-24
> Cc1ccc(C(=O)N/C(=C\c2ccccc2)C(=O)NCCCn2ccnc2)cc1
    -3	10	3	-13	23	12	-10	0	-1	6	-5
> C=CCn1c(SCc2nc3cc(C(F)(F)F)ccc3c(=O)[nH]2)nc2sc(CC)cc2c1=O
    -5	21	-29	3	7	-1	-3	-10	9	21	11
> COc1cccc(NS(=O)(=O)c2ccc3[nH]cc(C(=O)N(C)Cc4ccco4)c(=O)c3c2)c1
    19	7	8	0	-1	16	-4	0	-5	-35	-11
> CNC(=O)COC(=O)c1cc(=O)[nH]c2ccccc12
    3	4	-36	4	-1	-7	5	-5	10	-10	5

# This is a subset; count on the stated rates, not on these rows.
